Bioassay records: PubChem BioAssay, several laboratories
TRPC4 PAM: TRPC4 (mouse) allosteric potentiation; B-score at 10 µM; AID 2227; HEK293 TRPC4beta/mu-opioid, DAMGO EC20, Fluo-4 Ca2+ flux; hits give high values; actives 0.42% (n = 310,000); Q9QUQ5;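 active means B-score of calcium response area above 5 SD of library B-scores, with initial fluorescence ratio within 5 SD of library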;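 further: B-score of integrated fluorescence ratio over time as area under calcium response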
TRPC4 inh: TRPC4 (mouse) channel inhibition; actives 0.39% (n = 300,000); Q9QUQ5; AID 2247; HEK293 TRPC4beta/mu-opioid, DAMGO-evoked Fluo4 calcium flux; hits give low values; B-score at 10 µM;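 active means B-score over 3 SD under the library average, no early fluorescence shift, positive overall ratio signal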
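Signal: kinetic Fluo4 fluorescence imaging of calcium influx. Material: stable TRPC4beta/mu-opioid receptor HEK293 cells. Probe or stimulus: DAMGO in two steps, submaximal then maximal.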
HIF activator: HIF pathway transcriptional activation | AID 1910 | U2OS HRE-luciferase reporter, luminescence; normalized: DMSO 0%, desferrioxamine 100% | activation, % at 7.5 µM (by protocol) | actives 0.32% (n = 300,000);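 active means mean activation of at least 10% of the iron chelator positive control signal, with at least half of replicates also reaching 10%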
TRPC4 agonist: activators of mouse TRPC4 channel. Q9QUQ5. HEK293 TRPC4beta/mu-opioid, Fluo4 calcium fluorescence; hits give high values. B-score at 10 µM. actives 0.49% (n = 310,000);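 active means B-score above 5 SD of library B-scores, and initial fluorescence ratio not above library mean plus 5 SD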;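 further: positive B-score marks a calcium rise read as TRPC4 activation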
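Incubation: 45 min room-temperature Fluo4 loading, 110 s read / System: HEK293 cells stably co-expressing mouse TRPC4beta and mu-opioid receptor / Signal: Fluo4 fluorescence, kinetic / Control set: buffer (low) and maximal DAMGO (high) / Measure: integrated baseline-normalised fluorescence ratio, converted to per-well B score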
SKKanGAS inh: SKKanGAS growth inhibition; S. pyogenes SKKanGAS, kanamycin growth, BacTiter-Glo, 6 h; inhibition, % at 7.5 µM; actives 1.3% (n = 300,000);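 active means mean replicate score, as percent of positive control median, at least 50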;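 further: strain carries kanamycin resistance gene driven by streptokinase promoter and grows in 40 µg/ml kanamycin; loss of luminescence reflects streptokinase promoter inhibition or plain growth inhibition; 0% = median of DMSO wells and 100% = positive control at its reference dose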
MrgX1 antag: antagonists of human MrgX1 receptor | Q96LB2 | MRGX1-HEK293 calcium flux, Fluo-4, BAM8-22 antagonism; hits give low values | B-score at 10 µM | actives 1.3% (n = 310,000) | AID 588676;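 active means calcium-response B-score plate-corrected more than 3 library SD below zero, starting fluorescence within 5 deviations, no agonist response on first addition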;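 further: peak minus trough fluorescence over baseline after final BAM8-22 challenge near maximal dose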
aSyn UTR inh: 5' untranslated region of α-synuclein, MLPCN primary screen | inhibition, % (tested at 7.5 µM) | AID 1813 | alpha-synuclein 5'UTR reporter, inhibitor activity | actives 0.82% (n = 300,000); in the data active means inhibition above about 60%;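 further: H4 neuroglioblastoma cells stably carrying SNCA 5'UTR luciferase fusion; 0% = DMSO wells and 100% = positive control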
TRPC6 act: activators of mouse TRPC6 channel | Q61143 | B-score at 10 µM | actives 0.13% (n = 310,000) | HEK293-TRPC6 membrane potential dye fluorescence; hits give high values;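 active means B-score of the integrated fluorescence ratio above library mean plus 3 SD, and starting fluorescence ratio within library mean plus 5 SD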;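 further: higher score means more depolarization so channel activation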
Target sequence (Q61143 whole entry, looked up): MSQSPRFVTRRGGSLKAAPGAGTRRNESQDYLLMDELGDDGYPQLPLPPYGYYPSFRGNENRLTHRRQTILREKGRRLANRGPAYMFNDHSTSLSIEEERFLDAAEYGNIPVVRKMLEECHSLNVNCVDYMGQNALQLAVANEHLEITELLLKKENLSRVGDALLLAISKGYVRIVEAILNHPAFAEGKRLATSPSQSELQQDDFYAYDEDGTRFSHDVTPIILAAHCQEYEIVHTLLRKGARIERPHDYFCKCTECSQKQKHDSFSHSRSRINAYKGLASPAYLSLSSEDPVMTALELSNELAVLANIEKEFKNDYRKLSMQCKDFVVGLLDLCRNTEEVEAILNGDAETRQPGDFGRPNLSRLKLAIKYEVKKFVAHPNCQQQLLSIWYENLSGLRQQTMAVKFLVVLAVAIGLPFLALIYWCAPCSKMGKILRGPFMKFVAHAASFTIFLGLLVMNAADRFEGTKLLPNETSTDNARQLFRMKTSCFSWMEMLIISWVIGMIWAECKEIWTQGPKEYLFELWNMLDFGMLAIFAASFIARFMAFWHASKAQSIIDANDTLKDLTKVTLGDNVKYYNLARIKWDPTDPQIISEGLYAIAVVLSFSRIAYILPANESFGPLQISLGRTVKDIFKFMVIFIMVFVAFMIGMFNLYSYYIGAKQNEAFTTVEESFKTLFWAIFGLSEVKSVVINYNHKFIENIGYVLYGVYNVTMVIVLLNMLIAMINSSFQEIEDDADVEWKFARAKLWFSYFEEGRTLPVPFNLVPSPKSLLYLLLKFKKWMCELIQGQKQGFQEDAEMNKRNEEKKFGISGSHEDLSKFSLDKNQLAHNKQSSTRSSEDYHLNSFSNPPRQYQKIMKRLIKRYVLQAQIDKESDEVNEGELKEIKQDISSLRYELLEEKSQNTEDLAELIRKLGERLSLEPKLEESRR
TRPC6 inh: blocks the mouse TRPC6 cation channel. Q61143. HEK293-TRPC6, membrane potential dye, ACh-evoked depolarization; hits give low values. B-score at 10 µM. actives 1.1% (n = 310,000). AID 2553;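 active means B-score under library mean minus 3 SD, initial fluorescence not abnormally high, positive integrated signal ratio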;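 further: B-score derived from integrated fluorescence ratio over the kinetic read; more negative B-score means stronger inhibition of depolarization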
KLF5 inhibitor: inhibitors of KLF5 expression; DLD-1 KLF5 promoter-luciferase reporter, luminescence; inhibition, % at 5 µM; actives 0.23% (n = 290,000);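 active means inhibition above a per-plate limit of that plate's mean compound inhibition plus 3 SD, cut at about 60% in these data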;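 further: 0% = DMSO wells and 100% = LY294002 at 200 µM; higher means less KLF5 promoter-driven luciferase light; inactives centre near -14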
IEC-6 cytotox: kills IEC-6 intestinal cells in KLF5 counter-screen | IEC-6 cytotoxicity, luminescence viability | inhibition, % at 5 µM | actives 0.78% (n = 290,000); in the data active means inhibition above about 22%;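 further: 0% = plate median of test compound wells and 100% = cytotoxic reference compound wells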
Starred values were filed as active, the others as inactive; i = inactive; / = not tested or not shown.

SMILES | TRPC4 PAM | TRPC4 inh | HIF activator | TRPC4 agonist | SKKanGAS inh | MrgX1 antag | aSyn UTR inh | TRPC6 act | TRPC6 inh | KLF5 inhibitor | IEC-6 cytotox
CCCN(C(=O)CSc1nnnn1C)C1CCS(=O)(=O)C1 (stereo unspecified) | i | i | -0.4 | i | -3 | i | -4 | i | i | -2 | -1
Cc1ccc(N2CCN(C(=S)Nc3ccccc3C)CC2)cc1 | i | i | 0.4 | i | -4 | i | -2 | i | i | -35 | 0
COc1cc(/C=C2\SC(=S)N(CCC(=O)Nc3ccccn3)C2=O)cc(OC)c1OC | i | i | -0.1 | i | 12 | i | -5 | i | i | 2 | -10
COCC(C)n1c(C)cc(C(=O)CSc2ncccn2)c1C (stereo unspecified) | i | i | 3.2 | i | -6 | i | -76 | i | i | -75 | -3
CCC(=O)c1ccc(OCC(=O)N2CCN(c3ncccn3)CC2)cc1 | i | i | -0.5 | i | 49 | i | 6 | i | i | / | /
COc1cccc(OCCn2ccnc2)c1 | i | i | 0.1 | i | -8 | i | 6 | i | i | -34 | 11
Cc1ccc(S(=O)(=O)N2CCN(CC(=O)N/N=C/c3ccco3)CC2)cc1 | i | i | -2.3 | i | -7 | i | 3 | i | i | 4 | -4
COc1ccccc1NC(=O)CSc1nnc(NC(=O)C2CCC2)s1 | i | i | -0.7 | i | 3 | i | 15 | i | i | 5 | -2
COc1ccc(CN2C(=O)/C(=C/c3ccncc3)SC2=S)cc1 | i | i | -0.5 | i | 3 | i | -45 | i | i | -14 | 2
CN(C)S(=O)(=O)c1ccc(Cl)c(NC(=O)COC(=O)c2cc(-c3ccccc3)nc3ccccc23)c1 | i | i | -0.4 | i | -4 | i | -22 | i | i | -16 | 5
CCCc1cc(-c2n[nH]c(=S)n2CC)cs1 | i | i | -0.7 | i | 0 | i | 1 | i | i | 6 | -1
COc1ccc2c(C)cc(N3CCN(Cc4ccccc4)CC3)nc2c1 | i | i | 1.2 | i | -8 | i | 9 | i | i | -21 | 1
COc1ccc(-c2csc(NC(=O)CSc3nnnn3C)n2)cc1OC | i | i | 2.5 | i | -2 | i | 29 | i | i | / | /
Cc1cc2cc3c(cc2nc1SCC(=O)N1CCCC1)OCCO3 | i | i | 1.8 | i | -2 | / | 2 | i | i | -4 | 30*
O=C(O)CCC(=O)N1CCc2cc(S(=O)(=O)NCc3ccc(Cl)cc3)ccc21 | i | i | -0.4 | i | -10 | i | 19 | i | i | -42 | -2
O=C1CCCc2nc(N3CCN(Cc4ccccc4)CC3)ncc21 | i | i | 0.6 | i | 14 | i | -1 | i | i | 5 | -2
O=c1ncc(F)c[nH]1 | i | i | -0.2 | i | -4 | i | 8 | i | i | / | /
O=C(O)CNC(=O)/C=C/c1c(Cl)cccc1Cl | i | i | -1.1 | i | 5 | i | -19 | i | i | 3 | 1
CCC(Cc1ccccc1)NC(=O)CN1C(=O)CSc2ncccc21 (stereo unspecified) | i | i | / | i | 1 | i | 9 | i | i | 8 | -5
CSc1ccccc1OCc1cc(C(=O)N2CCN(C3CCCC3)C(=O)C2)no1 | i | i | 3.4 | i | -2 | i | -112 | i | i | -69 | -4
O=C(O)CC1(CC(=O)Nc2ccc(Cl)cc2C(=O)c2ccccc2)CCCC1 | i | i | -0.4 | i | 5 | i | 12 | i | i | -5 | 3
CN1c2ccsc2/C(=N/NC(=O)c2c(F)cccc2F)CS1(=O)=O | i | i | -0.8 | i | 6 | i | 0 | i | i | -19 | 0
COc1cc(/C=C/C(=O)O)cc(S(=O)(=O)NCCCO)c1OC | i | i | -0.3 | i | -8 | i | -2 | i | i | -11 | 0
O=C(NCc1ccccn1)c1ccc(OC2CCN(Cc3ccccc3)CC2)cc1 | i | i | -0.2 | i | -2 | i | 5 | i | i | -18 | 5
COC(=O)c1cc(S(=O)(=O)N2CCN(c3ccccc3F)CC2)c[nH]1 | i | i | -0.3 | i | -7 | i | -34 | i | i | -40 | 2
CCOc1ccc(CCNC(=O)c2sc3nc4n(c(=O)c3c2C)CCC4)cc1 | i | i | 0.2 | i | -3 | i | -1 | i | i | 0 | 7
CCOC(=O)C(NC(=O)c1ccc(OC)cc1)(N1CCCC1=O)C(F)(F)F (stereo unspecified) | i | i | 0.1 | i | 2 | i | 11 | i | i | -31 | 0
O=c1[nH]c(=O)n(Cc2ccco2)c2c1C(C(F)(F)F)(C(F)(F)F)N=C(CCc1ccccc1)N2 | i | i | -1.0 | i | 5 | i | 36 | i | i | -8 | 0
Cc1csc2ncc(C(=O)NCCc3ccccc3)c(=O)n12 | i | i | 2.4 | i | -1 | i | -134 | i | i | -82 | -7
CCSc1nnc(Cc2cc(=O)[nH]c(=O)[nH]2)n1-c1cccc(C)c1 | i | i | -0.5 | i | 4 | i | 18 | i | i | / | /
CCN(CC)CCn1c(SCC(=O)NCc2ccco2)nc2c(sc3ccccc32)c1=O | i | i | 0.3 | i | -1 | i | -2 | i | i | -32 | 11
COc1ccccc1N1C(=O)C=C(Sc2nc(C)cc(C)n2)C1=O | i | i | -0.8 | i | 2 | i | -11 | i | i | -22 | -7
CC(C)CC[n+]1ccn(-c2nc3ccccc3nc2[N-]S(=O)(=O)c2ccc(Cl)cc2)c1 | i | i | -0.8 | i | 17 | i | -11 | i | i | 1 | 5
O=C(Cc1c[nH]c2ccccc12)N1CCN(c2ccccc2)CC1 | i | i | -0.5 | i | 6 | i | 3 | i | i | -14 | -6
COc1ccc(N2CC(C(=O)NCCCN3CCOCC3)CC2=O)cc1 (stereo unspecified) | i | i | -0.3 | i | -14 | i | 9 | i | i | -15 | -3
Nc1ccc(Sc2ccccc2)nc1 | i | i | -0.3 | i | -6 | i | 11 | i | i | / | /
O=[N+]([O-])c1cccc(Cl)c1N1CCOCC1 | i | i | -0.6 | i | 4 | i | -10 | i | i | -21 | -6
Cc1cc(NC(=O)Nc2cccc(C(F)(F)F)c2)no1 | i | i | -0.3 | i | -5 | i | -21 | i | i | -34 | 4
COc1cc(/C=C2\CCCc3c2nc2ccccc2c3C(=O)O)cc(Cl)c1O | i | i | -2.0 | i | 16 | i | -6 | i | i | -20 | 0
Cc1cc(C)c2cc(CN(Cc3ccco3)C(=S)NCC3CCCO3)c(=O)[nH]c2c1 (stereo unspecified) | i | i | -0.5 | i | -4 | i | 31 | i | i | -13 | -2

Four entries from above, ordered by the number in aSyn UTR inh, smallest number first.
structure | TRPC4 PAM | TRPC4 inh | MrgX1 antag | aSyn UTR inh | TRPC6 act | KLF5 inhibitor
COc1ccccc1N1C(=O)C=C(Sc2nc(C)cc(C)n2)C1=O | i | i | i | -11 | i | -22
COc1cc(/C=C2\CCCc3c2nc2ccccc2c3C(=O)O)cc(Cl)c1O | i | i | i | -6 | i | -20
O=C(Cc1c[nH]c2ccccc12)N1CCN(c2ccccc2)CC1 | i | i | i | 3 | i | -14
Cc1cc(C)c2cc(CN(Cc3ccco3)C(=S)NCC3CCCO3)c(=O)[nH]c2c1 (stereo unspecified) | i | i | i | 31 | i | -13

Next structures
SMILES | TRPC4 PAM | TRPC4 inh | HIF activator | TRPC4 agonist | SKKanGAS inh | MrgX1 antag | aSyn UTR inh | TRPC6 act | TRPC6 inh | KLF5 inhibitor | IEC-6 cytotox
Cc1ccc(CN(Cc2cccnc2)C(=S)Nc2cc(Cl)ccc2C)cc1 | i | i | -0.3 | i | 4 | i | -7 | i | i | -25 | -1
CC(C)(C)c1ccc(/C=N/NC(=S)NCc2ccccc2)cc1 | i | i | -2.4 | i | 2 | i | 11 | i | i | 10 | 1
CCc1nc(SCc2nnc(-c3ccc(C)cc3)o2)c2c(C)c(C)sc2n1 | i | i | -0.4 | i | -3 | i | -11 | i | i | -21 | -5
CN(C)CCCNc1nc(N)c([N+](=O)[O-])c(NCc2ccccc2)n1 | i | i | -11 | i | 10 | i | 6 | i | i | -14 | -3
COC(=O)c1cc2ccccc2c(-c2c(OC)c(C(=O)OC)cc3ccccc23)c1OC | i | i | -0.2 | i | 12 | i | 10 | i | i | -19 | 4
COc1cc(Br)cc(/C=C/c2ccc3cccc(O)c3n2)c1OC | i | i | 0.2 | i | 93* | i | 42 | i | i | -29 | 4
COC(=O)CCC(=O)c1oc2ccc(Cl)cc2c1NC(=O)CCCN1C(=O)c2ccccc2C1=O | i | i | -34 | i | -5 | i | 3 | i | i | -16 | 1
O=C(COC(=O)CNS(=O)(=O)c1ccc(F)c(F)c1F)NCCc1ccccc1 | i | i | -0.4 | i | -6 | i | -1 | i | i | -13 | -5
Cc1ccc(-n2nc3c(c2NC(=O)C2CCCC2)CS(=O)(=O)C3)cc1 | i | i | -0.1 | i | -3 | i | 3 | i | i | -1 | -6
Cc1ccc(-c2csc(NC(=O)CSc3nc4ccccc4[nH]3)n2)cc1 | i | i | 0.2 | i | 20 | / | -54 | i | i | -6 | -3
O=C(NCc1ccc(N2CCCC2=O)cc1)Nc1cccc(Cl)c1 | i | i | -0.4 | i | 0 | i | 14 | i | i | -14 | -2

3 entries picked at random from the list so far, as already listed:
SMILES | TRPC4 PAM | TRPC4 inh | HIF activator | TRPC4 agonist | SKKanGAS inh | MrgX1 antag | aSyn UTR inh | TRPC6 act | TRPC6 inh | KLF5 inhibitor | IEC-6 cytotox
CCC(=O)c1ccc(OCC(=O)N2CCN(c3ncccn3)CC2)cc1 | i | i | -0.5 | i | 49 | i | 6 | i | i | / | /
O=C(NCc1ccccn1)c1ccc(OC2CCN(Cc3ccccc3)CC2)cc1 | i | i | -0.2 | i | -2 | i | 5 | i | i | -18 | 5
Cc1csc2ncc(C(=O)NCCc3ccccc3)c(=O)n12 | i | i | 2.4 | i | -1 | i | -134 | i | i | -82 | -7
